hIAP act: increases human intestinal alkaline phosphatase activity; purified human IAP, CDP-Star luminescence, 30 min; hits give high values; 1 = vehicle-only enzyme, 0 = enzyme-free background; P09923; 330,000 compounds, 0.16% hits; activation factor at 10 µM;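 active = activation factor of the enzyme at least 2-fold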; also: the source names both 10 and 20 µM as test concentration; values of inactives mirror those of a sister screen read the other way
Target sequence (P09923 whole entry, looked up): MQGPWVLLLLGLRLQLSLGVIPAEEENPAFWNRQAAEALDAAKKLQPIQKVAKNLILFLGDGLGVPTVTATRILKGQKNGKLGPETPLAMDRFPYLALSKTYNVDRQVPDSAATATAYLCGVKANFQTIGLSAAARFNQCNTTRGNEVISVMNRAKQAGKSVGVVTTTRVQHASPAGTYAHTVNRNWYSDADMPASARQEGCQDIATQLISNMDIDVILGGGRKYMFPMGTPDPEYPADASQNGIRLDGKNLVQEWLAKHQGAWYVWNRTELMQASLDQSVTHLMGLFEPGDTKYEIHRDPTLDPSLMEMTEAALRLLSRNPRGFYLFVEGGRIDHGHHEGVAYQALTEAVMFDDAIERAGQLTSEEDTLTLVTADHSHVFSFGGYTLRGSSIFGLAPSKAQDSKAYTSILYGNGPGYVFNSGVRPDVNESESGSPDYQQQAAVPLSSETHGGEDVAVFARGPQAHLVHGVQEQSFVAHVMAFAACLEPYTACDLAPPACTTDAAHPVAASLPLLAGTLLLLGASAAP
ATG4B inhibitor: ATG4B (human) cysteine protease inhibition; AID 504462; Q9Y4P1; inhibition, % at 8.33 µM; ATG4B cleavage of LC3-PLA2, NBD-HPC fluorescence, 1 h; 340,000 compounds, 0.51% hits; in the data active = inhibition above about 40%
Target sequence (Q9Y4P1 whole entry, looked up): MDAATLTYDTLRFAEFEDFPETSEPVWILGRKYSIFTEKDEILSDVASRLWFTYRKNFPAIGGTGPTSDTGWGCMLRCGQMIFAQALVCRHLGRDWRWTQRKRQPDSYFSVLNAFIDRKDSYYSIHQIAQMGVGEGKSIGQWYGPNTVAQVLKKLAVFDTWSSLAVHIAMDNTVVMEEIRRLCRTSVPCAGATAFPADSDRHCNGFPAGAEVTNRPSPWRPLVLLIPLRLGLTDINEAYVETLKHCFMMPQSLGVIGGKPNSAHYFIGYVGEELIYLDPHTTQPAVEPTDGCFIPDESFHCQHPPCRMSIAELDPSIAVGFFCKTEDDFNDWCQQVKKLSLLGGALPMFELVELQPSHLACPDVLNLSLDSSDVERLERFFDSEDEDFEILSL
Apaf-1 inh: blocks human Apaf-1 apoptosome activity; inhibition, % at 20 µM; O14727; 330,000 compounds, 0.71% hits; reconstituted apoptosome caspase-3 activity, DEVD-Rh110 fluorescence; active = inhibition of at least 40% at 20 µM;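 also: plate controls were DMSO wells for no effect and DEVD-CHO caspase inhibitor wells for full effect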
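Medium: Hepes buffer, pH 7.5 / System: biochemical Apaf-1 apoptosome reconstitution / Measured by: Rh110 fluorescence, excitation 480 nm, emission 540 nm / Times: compound with Apaf-1, dATP, procaspase-3 30 min, then 50 min reaction, room temperature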
mIAP act: mouse IAP activation | 330,000 compounds, 0.24% hits | AID 2805 | muIAP, CDP-Star luminescence, 30 min; hits give high values; 1 = vehicle-only enzyme signal, 0 = enzyme-free wells | activation factor at 10 µM;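 active = activation factor of at least 2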; also: the source names both 10 and 20 µM as test concentration; values of inactives mirror those of a sister screen read the other way
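Assay system: mouse IAP enzyme; reagent: chemiluminescent substrate CDP-Star; dosing: test compounds delivered from DMSO solution; schedule: 30 min at room temperature; measured by: luminescence from enzymatic CDP-Star hydrolysis; controls: DMSO-only wells and no-enzyme negative control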
NALP3 yeast inh: blocks the NALP3 inflammasome reconstituted in yeast | inhibition, % at 10 µM | 330,000 compounds, 0.39% hits | Yeast reconstituted NLRP3/ASC/caspase-1, beta-gal luminescence, 24 h | AID 2825;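 active = inhibition of 50% or more; inactive = inhibition below 50%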;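 also: plate controls were induced DMSO wells for no effect and uninduced yeast grown without galactose for full effect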
hIAP inh: blocks human intestinal alkaline phosphatase; P09923; purified IAP, CDP-Star luminescence, 30 min; inhibition, % at 10 µM; 330,000 compounds, 0.12% hits;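 active = inhibition reaching a set limit with compound at 10 µM in the primary screen, cut at about 35% in these data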;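 also: plate controls were DMSO wells with enzyme for no effect and no-enzyme buffer wells for full effect; values of inactives mirror those of a sister screen read the other way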
tim10-1 inh: growth inhibitors of tim10-1 mutant yeast; S. cerevisiae tim10-1 ts strain growth, BacTiter-Glo, 24 h; inhibition, % at 20 µM; 330,000 compounds, 2.2% hits;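 active = inhibition of at least 40%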;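 also: mutant grown at 25 °C; 0% = DMSO wells with yeast and 100% = wells holding no yeast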
mIAP inh: mouse IAP inhibition. 330,000 compounds, 0.2% hits. inhibition, % at 10 µM. purified mouse IAP, CDP-Star luminescence, 30 min. AID 2806;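 active = inhibition of at least 40% at 10 µM in the primary screen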;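 also: plate controls were DMSO with enzyme for no effect and no enzyme wells for full effect; values of inactives mirror those of a sister screen read the other way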
TIM10 inh: inhibits growth of TIM10 yeast strain | S. cerevisiae TIM10 strain growth, BacTiter-Glo luminescence, 24 h | inhibition, % at 10 µM | 330,000 compounds, 1.4% hits;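 active = inhibition of 40% or more at the single tested concentration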;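 also: wild-type TIM10 isogenic control strain grown at permissive 25 °C; 0% = DMSO yeast wells and 100% = minimal medium wells without yeast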
Starred values were filed as active, the others as inactive; / = no result given.

The line under a structure holds: tim10-1 inh | mIAP inh | NALP3 yeast inh | hIAP inh | mIAP act | TIM10 inh | Apaf-1 inh | hIAP act | ATG4B inhibitor
#1 Cc1ccc(C)c(N2CCN(S(=O)(=O)c3ccc4c(c3)NC(=O)CS4)CC2)c1
    46* | -3 | 18 | -15 | 1 | 12 | 14 | 1.1 | -6
#2 Cc1c(Br)c([N+](=O)[O-])nn1CC(=O)c1ccccc1
    -5 | -2 | 3 | -2 | 1 | -2 | 0 | 1 | 4
#3 O=C(NNC(=O)C1[C@H]2CCCC[C@@H]12)NC1CCCCC1 (stereo not given in full)
    13 | -10 | 8 | -15 | 1.1 | 0 | -5 | 1.2 | -12
#4 O=C(O)c1ccc(N2C(=O)CSC2=S)cc1
    6 | 12 | 27 | -18 | 0.88 | 13 | -7 | 1.2 | -2
#5 CCc1c(C)sc(NC(=O)c2ccco2)c1C#N
    35 | 10 | 13 | 20 | 0.9 | 20 | -4 | 0.8 | 0
#6 Cc1ccccc1OCC(=O)N/N=C1\SCC(=O)N1Cc1ccccc1
    30 | -3 | 4 | -7 | 1 | -10 | 12 | 1.1 | 5
#7 COc1ccc(NC(=O)c2sc3nc(C)nc(N4CCN(c5ccccn5)CC4)c3c2C)c(OC)c1
    11 | 0 | 20 | -4 | 1 | 11 | 13 | 1 | -2
#8 Cc1cccc(NC(=O)CS(=O)(=O)c2cn(CC(=O)N3CCOCC3)c3ccccc23)c1
    -9 | -10 | -2 | -11 | 1.1 | -22 | -15 | 1.1 | 6
#9 COc1ccc(NC(=S)NC2CC3CCC2C3)c(OC)c1 (stereo not given)
    22 | -7 | 2 | 2 | 1.1 | 26 | 2 | 0.98 | -1
#10 Cc1c(Cl)cccc1NC(=S)Nn1cnnc1
    21 | 2 | -2 | -3 | 0.98 | -1 | -5 | 1 | -3
#11 O=C(CSc1nnc(-c2n[nH]c3ccccc23)n1-c1ccccc1)Nc1ccccc1Cl
    1 | -12 | -2 | -20 | 1.1 | 28 | 6 | 1.2 | 8
#12 COc1ccccc1NC(=O)N1CCCC1C(=O)Nc1ccc(NC(C)=O)cc1 (stereo not given)
    6 | -16 | 6 | 11 | 1.2 | -7 | 3 | 0.89 | -11
#13 COc1cc(/C=C(\C#N)C(=O)N2CCCCC2)ccc1O
    33 | -1 | 6 | -21 | 1 | 18 | -2 | 1.2 | 0
#14 O=C(Nc1ccc(Cl)cc1)NC1CCCC1Cc1ccco1 (stereo not given)
    33 | -178 | 14 | -16 | 2.8* | 33 | 7 | 1.2 | 32
#15 CN(C)CC(C)(C)CNS(=O)(=O)CC12CCC(CC1=O)C2(C)C (stereo not given)
    5 | 3 | 0 | 6 | 0.97 | -2 | -8 | 0.94 | 1
#16 Cc1ccc(C(=O)N2CCC(C)CC2)cc1S(=O)(=O)N1CCCCC1
    30 | -7 | 14 | 19 | 1.1 | 3 | 13 | 0.81 | 1
#17 CCC(Sc1nc2n[nH]c(C)c2c(=N)n1-c1cc(Cl)ccc1C)C(=O)N1CCOCC1 (stereo not given)
    6 | -9 | 16 | -9 | 1.1 | 2 | 13 | 1.1 | -19
#18 COc1ccccc1-n1c(=O)[nH]c2c(C(N)=O)nc(C3CCCCC3)nc21
    -12 | 19 | 18 | -25 | 0.81 | 0 | 15 | 1.2 | -5
#19 CC(=O)N(CC(C)(C)CC=C(C)C)c1ccccc1
    18 | -2 | 9 | -11 | 1 | 6 | 9 | 1.1 | /
#20 Cc1ccc(C)c(CSc2nnc(-c3cccnc3)n2N)c1
    20 | -11 | -16 | -16 | 1.1 | -16 | 1 | 1.2 | 2
#21 CCOc1nc(Nc2ccccc2)nc(OCC)n1
    16 | 4 | 23 | 0 | 0.96 | -5 | -4 | 1 | -3
#22 Cc1cc(C)c2c(c1)c1nnc(SCCN3CCOCC3)nc1n2C
    33 | 10 | 8 | 0 | 0.9 | 1 | 18 | 1 | -2
#23 CC(=O)Nc1ccc2nc(NC(=O)CS(=O)(=O)c3ccccc3)sc2c1
    9 | 7 | -7 | -2 | 0.93 | -4 | -3 | 1 | 0
#24 Cc1ccc(-n2ccnc2SCC(=O)N(CC(C)C)C2CCS(=O)(=O)C2)c(C)c1 (stereo not given)
    7 | 9 | 15 | 4 | 0.91 | 11 | 6 | 0.96 | -12
#25 COc1ccc(/C=N/NC(=O)CCc2c(C)n[nH]c2C)cc1OC
    3 | 2 | 10 | -1 | 0.98 | 3 | -4 | 1 | -16
#26 Cc1sc2nc(NCCO)[nH]c(=O)c2c1C
    7 | 3 | 15 | -6 | 0.97 | 8 | -4 | 1.1 | -5
#27 CCOc1ccccc1C1CC(c2ccc(Cl)cc2)Nc2nc(N)nn21 (stereo not given)
    17 | 4 | 12 | -14 | 0.95 | 0 | 12 | 1.1 | 0
#28 CN(CC(=O)NCc1ccccn1)S(=O)(=O)c1cc(Cl)ccc1Cl
    8 | -3 | 5 | 14 | 1 | 15 | -1 | 0.86 | -15
#29 CCOC(=O)N1CCN(C(=O)COc2ccc(S(=O)(=O)NCC(C)C)cc2C)CC1
    18 | 7 | -4 | -3 | 0.93 | -8 | -3 | 1 | -1
#30 Cc1cc(C)n2nc(C(=O)NC3CCCc4ccccc43)nc2n1 (stereo not given)
    -7 | -18 | 12 | -2 | 1.2 | 5 | 7 | 1 | -10

In the list so far, these have a cyano group:
The line under a structure holds: tim10-1 inh | mIAP inh | NALP3 yeast inh | hIAP inh | mIAP act | TIM10 inh | Apaf-1 inh | hIAP act | ATG4B inhibitor
#5 CCc1c(C)sc(NC(=O)c2ccco2)c1C#N
    35 | 10 | 13 | 20 | 0.9 | 20 | -4 | 0.8 | 0
#13 COc1cc(/C=C(\C#N)C(=O)N2CCCCC2)ccc1O
    33 | -1 | 6 | -21 | 1 | 18 | -2 | 1.2 | 0

(listing goes on)
The line under a structure holds: tim10-1 inh | mIAP inh | NALP3 yeast inh | hIAP inh | mIAP act | TIM10 inh | Apaf-1 inh | hIAP act | ATG4B inhibitor
#31 NC(=O)[C@H]1CC2(CC(c3cccc(NC(=O)CC(c4ccccc4)c4ccccc4)c3)=NO2)CN1C(=O)c1ccccc1C(=O)c1ccccc1 (stereo not given in full)
    29 | 2 | 2 | -14 | 0.98 | 12 | 16 | 1.1 | 15
#32 CC(NC(=O)CCNC(=O)c1ccc(Br)cc1)c1ccc(S(N)(=O)=O)cc1 (stereo not given)
    -9 | 0 | 14 | -9 | 1 | -11 | 5 | 1.1 | 1
#33 COc1ccccc1Nc1nc(N)nc(CSC(=S)N2CCC(C)CC2)n1
    39 | 3 | -13 | 2 | 0.97 | 35 | 20 | 0.98 | -5
#34 CCCCn1c(O)c(N=NC(=O)c2ccccc2NS(=O)(=O)c2cccs2)c2ccccc21
    13 | 9 | 4 | 17 | 0.91 | 15 | 15 | 0.83 | -10
#35 Cc1nc(NC(=O)c2cc3ccccc3o2)sc1C
    1 | 6 | 24 | 14 | 0.94 | -13 | 12 | 0.86 | 3
#36 CCN1CCN(C(=O)c2ccccc2NS(=O)(=O)c2ccc(Cl)cc2)CC1
    -5 | -6 | 12 | -1 | 1.1 | -8 | 7 | 1 | 12
#37 COc1ccc(C(=O)Nc2ccccc2C(=O)N2CCOCC2)cc1Br
    6 | 11 | 5 | 8 | 0.89 | 5 | 2 | 0.92 | -2
#38 CCn1c(SCc2cccc(C(=O)O)c2)nnc1-c1ccccc1
    -10 | 12 | -6 | 6 | 0.88 | -6 | -5 | 0.94 | 10
#39 Cc1ccc(S(=O)(=O)NCCCCCC(N)=O)cc1
    22 | 8 | 18 | 0 | 0.92 | -14 | 3 | 1 | -13
#40 CC1CCCC(NC(=O)c2ccc3c(SCC(=O)O)c4c(nc3c2)CCC4)C1C (stereo not given)
    -5 | -2 | -4 | 6 | 1 | 8 | 5 | 0.94 | 2
#41 COc1ccc(NC(=O)c2cc(Br)ccc2Cl)c([N+](=O)[O-])c1
    -8 | -6 | 15 | 0 | 1.1 | -4 | 4 | 1 | -8
#42 COC(=O)C1=CN(CCOC23CC4CC(CC(C4)C2)C3)C=C(C(=O)OC)C1c1ccsc1
    26 | -30 | 2 | -19 | 1.3 | 19 | 17 | 1.2 | -1
#43 CC(C)(C)NC(=O)NC(=O)COC(=O)c1ccco1
    4 | 2 | 4 | -6 | 0.98 | -12 | 5 | 1.1 | 5
#44 Cc1nc(Cl)sc1C(=O)Nc1ccccc1
    7 | 2 | 9 | -8 | 0.98 | -3 | -15 | 1.1 | -1
#45 CCC(C(=O)O/N=C(\N)c1ccc(C)cc1)c1ccccc1 (stereo not given)
    69* | 4 | 1 | 6 | 0.96 | 64* | 4 | 0.94 | 7
#46 O=C(c1ccc(S(=O)(=O)NCc2ccco2)cc1)N1CCN(Cc2ccccc2F)CC1
    4 | 4 | 19 | -21 | 0.96 | 10 | 6 | 1.2 | -8
#47 CNC(=S)N/N=C(\C)c1ccccc1
    22 | 2 | 6 | 6 | 0.98 | 18 | -4 | 0.94 | 18
#48 Cc1ccc2[nH]c3c(=O)n(CC(=O)NCCCN(C)Cc4ccccc4)ncc3c2c1
    12 | 2 | 5 | -7 | 0.98 | 13 | -4 | 1.1 | -6
#49 O=C(Nc1cccc2ccccc12)C1CCCC1
    9 | -2 | -5 | -1 | 1 | 1 | -15 | 1 | 6
#50 O=C(C1CCN(c2nnnn2-c2ccccc2)CC1)N1CCN(c2ccccc2)CC1
    8 | 4 | 10 | -12 | 0.96 | 33 | 15 | 1.1 | -2
#51 CCCCn1c(N)c(N(CC)C(=O)c2cccc(OCc3ccccc3)c2)c(=O)[nH]c1=O
    14 | 4 | 15 | -14 | 0.96 | 11 | -1 | 1.1 | -7
#52 CC(C)(C)NC(=O)C(c1ccncc1)N(Cc1cccs1)C(=O)Cn1nnc(-c2cccs2)n1 (stereo not given)
    -4 | -18 | 1 | -16 | 1.2 | -2 | -13 | 1.2 | -6
#53 O=C(NCCN1C(=O)C2C3C=CC(C3)C2C1=O)Nc1ccc(Br)cc1 (stereo not given)
    7 | 4 | 1 | -6 | 0.95 | -12 | 0 | 1.1 | -3
#54 CC(=O)N(CC1CCCO1)c1nnc(-c2cnccn2)s1 (stereo not given)
    15 | 9 | 1 | 0 | 0.91 | 13 | -3 | 1 | 2
#55 CCn1c(SCC(=O)NNC(=O)c2ccc(C)cc2)nnc1-c1ccncc1
    1 | 0 | 14 | -22 | 1 | 7 | 11 | 1.2 | 3
#56 O=[N+]([O-])c1ccc(N2CCOCC2)nc1
    10 | 9 | 3 | 9 | 0.91 | 9 | -5 | 0.91 | -4
#57 CCCn1c(SCc2cc(=O)[nH]c3ccccc23)nc2c1c(=O)n(C)c(=O)n2C
    12 | -4 | 3 | 6 | 1 | 2 | 9 | 0.94 | 14
#58 CCN(Cc1ccccc1)S(=O)(=O)c1ccc(C(=O)N(CCCN(C)C)c2nc3cc(OC)ccc3s2)cc1
    3 | 7 | 10 | -4 | 0.93 | -25 | 40* | 1 | 8
#59 Cc1cnc(NC(=O)c2cccs2)s1
    33 | -8 | 20 | -10 | 1.1 | 12 | 7 | 1.1 | -1
#60 Cc1cccc(C)c1NC(=O)C(Cl)C(=O)c1ccccc1 (stereo not given)
    34 | -3 | 12 | 6 | 1 | -2 | -5 | 0.94 | -6
#61 Cc1cccc(NC(=O)CSc2nnc(-c3ccc(S(=O)(=O)N4CCOCC4)cc3)n2C)c1
    8 | 7 | 5 | 10 | 0.93 | 4 | 4 | 0.9 | 1
#62 N#Cc1nc(-c2ccccc2F)oc1NCc1ccccc1
    36 | -12 | 29 | 20 | 1.1 | 4 | 17 | 0.81 | 6
